Source: PubChem
EPAC1 ag – EPAC1 (human) agonism. O95398. EPAC1 agonist qHTS, biochemical assay; response scale: 100% = response to 6.5 mM cAMP. Potency, µM (doses to about 154 µM), without a hit: at the highest dose activation, hits mostly activators. hit rate 0.073% among 360,000; note: potency is the fitted concentration of half-maximal effect; nearly all actives have a fitted effect of over 60% in size
Target sequence (O95398 whole entry, looked up): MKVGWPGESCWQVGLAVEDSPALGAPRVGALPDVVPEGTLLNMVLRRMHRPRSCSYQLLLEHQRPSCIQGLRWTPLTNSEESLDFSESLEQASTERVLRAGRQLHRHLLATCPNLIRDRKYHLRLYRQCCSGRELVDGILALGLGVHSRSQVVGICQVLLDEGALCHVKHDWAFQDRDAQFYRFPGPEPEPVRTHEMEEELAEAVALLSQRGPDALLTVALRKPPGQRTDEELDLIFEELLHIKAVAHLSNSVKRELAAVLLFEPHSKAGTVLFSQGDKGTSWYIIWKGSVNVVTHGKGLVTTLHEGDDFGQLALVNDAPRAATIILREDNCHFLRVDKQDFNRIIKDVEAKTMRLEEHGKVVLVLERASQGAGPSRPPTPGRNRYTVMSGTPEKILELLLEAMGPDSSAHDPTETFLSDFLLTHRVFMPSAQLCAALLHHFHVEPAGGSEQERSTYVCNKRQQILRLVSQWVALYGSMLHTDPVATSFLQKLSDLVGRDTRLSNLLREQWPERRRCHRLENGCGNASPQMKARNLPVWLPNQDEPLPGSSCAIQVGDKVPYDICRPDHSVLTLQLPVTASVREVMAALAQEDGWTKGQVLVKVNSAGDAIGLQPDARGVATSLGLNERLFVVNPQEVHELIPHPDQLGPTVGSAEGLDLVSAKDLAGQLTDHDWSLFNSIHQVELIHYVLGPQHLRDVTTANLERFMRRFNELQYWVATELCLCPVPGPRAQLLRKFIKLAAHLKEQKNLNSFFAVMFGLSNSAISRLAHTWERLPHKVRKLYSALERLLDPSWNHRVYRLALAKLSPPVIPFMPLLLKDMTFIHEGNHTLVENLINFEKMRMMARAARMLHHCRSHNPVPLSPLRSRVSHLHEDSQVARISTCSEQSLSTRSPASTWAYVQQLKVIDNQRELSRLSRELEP
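Normalized to 6.5 mM cAMP, activity reflects EPAC1-catalysed release of BODIPY-GDP from Rap1B, followed kinetically over 30 min at 480 nm excitation, 540 nm emission. Reaction contained 100 nM EPAC1, 250 nM Rap1B-BODIPY-GDP, 50 uM GDP.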
EPAC1 antagonist – EPAC1 (human) antagonism | hit rate 0.14% among 360,000 | Potency, µM (highest dose often 115 µM), for the others: top-dose activity change, negative = inhibition, actives largely listed as inhibitors | O95398 | EPAC1 GEF assay, Rap1b-BODIPY-GDP exchange fluorescence | AID 720709;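 note: potency is the fitted concentration of half-maximal effect; plate controls were vehicle for no effect and positive control for full effect; nearly all actives have a fitted effect of over 50% in size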
WRN helicase inh – inhibitors of human WRN helicase. Q14191. hit rate 0.46% among 360,000. WRN helicase unwinding, fluorescent forked duplex, kinetic. Potency, µM (doses to about 114 µM), for the others: top-dose activity change, negative = inhibition, actives largely listed as inhibitors; note: potency is the fitted concentration of half-maximal effect; % is set by controls: 0 for no effect and ±100 for the full control effect; nearly all actives have a fitted effect of over 55% in size
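WRN at 20 nM final preincubated with compound 15 min at room temperature; reaction started with 100 nM fluorophore/quencher forked duplex oligonucleotide and 2 mM ATP final. Unwinding followed kinetically by red fluorescence (ex 525, em 598 nm).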
IL2 activator – IL-2 activation | hit rate 0.065% among 360,000 | IL-2 activation reporter assay, cell-based qHTS; stimulated with anti-CD3/CD4/CD28 beads; in transgenic mouse T cells | activation, % (series mostly up to about 46 µM) | AID 652025; in the data active = activation above about 50%; inconclusive = mostly about 30% to 49%; note: 0% is about no effect
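Readout: EGFP and DsRed signals by fluorescent plate cytometry. Unstimulated transgenic mouse T cells received compound 60 min before antibody-bead stimulation, then incubated 18 h at 37 degrees C.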
PLK1 PBD block – inhibitors of human PLK1 polo-box domain binding | P53350 | Plk1 PBD binding of FITC phosphopeptide, fluorescence polarization | Potency, µM, for the others: max response, negative = inhibition, most hits filed as inhibitors | hit rate 2.8% among 360,000 | AID 720504; note: potency is the fitted concentration of half-maximal effect; series mostly up to about 57 µM; % is set by controls: 0 for no effect and ±100 for the full control effect; nearly all actives have a fitted effect of over 65% in size
aSyn yeast inh – inhibitors of alpha-synuclein toxicity in yeast. Potency, µM (highest dose often 46.1 µM), for the others: at the highest dose growth rescue (activation), most hits filed as activators. Yeast expressing alpha-synuclein, growth rescue, BacTiter-Glo, 24 h. hit rate 0.14% among 370,000. AID 652106; note: potency is the fitted concentration of half-maximal effect; % of control where 0% means no effect; nearly all actives have a fitted effect of over 65% in size
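Rescue of yeast growth: cells expressing toxic alpha-synuclein, induced in galactose at OD600 0.02, incubated with compound 24 h at 30 C. ATP luminescence quantified growth; inhibitors of toxicity appear as activators.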
Abeta rescue – restores growth of yeast expressing A-beta42 peptide | yeast expressing A-beta42, growth rescue, OD600, 48 h; response scale: 0% DMSO, 100% iron-clioquinol control | Potency, µM (doses to about 46.1 µM), for inactives: top-dose growth rescue, usual class: activators | hit rate 0.063% among 410,000; note: potency is the fitted concentration of half-maximal effect; nearly all actives have a fitted effect of over 55% in size
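Yeast A-beta toxicity model in growth medium with pinned compounds, 48 h at 30 C; growth read as absorbance at 600 nm. Normalized to FeCl3/clioquinol equimolar mix (positive) and DMSO (negative).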
FUS yeast rescue – rescues growth of FUS-expressing yeast; S. cerevisiae FUS-expressing, growth rescue, OD600, 24 h; hit rate 0.24% among 390,000; Potency, µM (highest dose often 76.6 µM), for the others: top-dose growth rescue (activation), usual class: activators;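 note: potency is the fitted concentration of half-maximal effect; plate controls were DMSO vehicle for no effect and reference control for full effect; nearly all actives have a fitted effect of over 55% in size; some results filed as inactive show a strong effect at the top dose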
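Compound concentration series was pinned onto galactose-induced FUS-expressing yeast seeded at OD 0.005. Plates sat 24hr at 30C; absorbance at 600 nm gave growth. DMSO served as background control.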
PI5P4Ka inh – blocks human PI5P4K alpha kinase activity; PI5P4Kalpha enzyme, ADP-Glo luminescence, 60 min; hits give low values; max response, %; hit rate 1.2% among 330,000; AID 652105; active = max response of -50% or lower; inconclusive = between -30% and -50%; inactive = -30% or higher; note: value at the top dose of about 77 µM; % is set by controls: 0 for no effect and ±100 for the full control effect
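ADP-Glo luminescence end-point read after a 60 min room-temperature kinase reaction of PI5P4Kalpha plus substrate, initiated with ATP at 5 microM final. Buffer: 0.038 M HEPES pH 7.4, EGTA, 0.1% CHAPS, 5% DMSO.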
* = called active by the depositor; ? = inconclusive; / = no result given; [ ] = remark or other dose. Unless noted, calls come from the whole dose curve; as a rule, active = well fitted curve in the direction sought with a large enough effect; inconclusive = small, poorly fitted or top-dose-only effect, or another doubt; inactive = no such curve, though single readings can be large; an effect the other way counts as inactive or inconclusive.

SMILES	EPAC1 ag	EPAC1 antagonist	WRN helicase inh	IL2 activator	PLK1 PBD block	aSyn yeast inh	Abeta rescue	FUS yeast rescue	PI5P4Ka inh
CN(C)c1cc[n+](CC(=O)Nc2ccc([N+](=O)[O-])cc2Cl)cc1	-1%	23%	3%	-3.9	-2%	-3%	-2%	-14%	-5
Cc1cc(C)nc(-n2ncc(C#N)c2N)n1	-9%	-11%	4%	0.8	2%	2%	0%	-16%	-7
CCOc1ccccc1/C=C/c1onc(C)c1S(=O)(=O)N1CCC(C(=O)NC(C)C)CC1	4%	-19%	0%	-1.8	-12%	0%	15%	-16%	2
COc1ccc(-n2nnnc2SCC(=O)Nc2nnc(C)s2)cc1OC	7%	7%	0%	1.0	?	1%	-1%	19%	/
Cc1ccc(Cl)cc1NS(=O)(=O)N1CCOCC1	-9%	5%	4%	-2.5	-2%	3%	-28%	22%	-3
CCc1ccc(NC(=O)c2cccc(NC3=NC4CS(=O)(=O)CC4S3)c2)cc1 (stereo not drawn)	7%	-12%	1%	-3.4	-14%	2%	-12%	-9%	1
CCN1CCN(S(=O)(=O)c2cccc3nsnc23)CC1	9%	4%	-11%[57.1 µM]	-1.6	2%	-1%	14%	-7%	/
CCN1CCN(C(=S)NCc2ccc(C)cc2)CC1	2%	5%	-27%[57.1 µM]	2.4	-1%	-5%	5%	4%	4
COc1cccc(C2C(C#N)=C(N)N(N(C)C)C3=C2C(=O)CCC3)c1 (stereo not drawn)	2%	-5%	1%	-1.4	-3%	-9%	7%	-2%	-8
COc1ccc(CCNc2oc(COc3ccc(Br)cc3)nc2C#N)cc1OC	4%	-23%	-8%	-3.5	-5%	4%	-15%	-3%	8
Cc1cc(NC(=O)Nc2ccccc2F)ccc1Br	-9%	-23%	-5%	-0.9	-15%	-8%	13%	13%	6
CN(CC(=O)NCc1ccncc1)S(=O)(=O)c1cc(Cl)ccc1Cl	5%	11%	-3%[57.1 µM]	-0.3	2%	-5%	-9%	-24%	2
Cc1ccnc(NCc2ccc(Cl)cc2)c1	2%	14%	6%	-3.0	-4%	3%	-2%	-23%	3
CC(=O)Nc1ccc(S(=O)(=O)Nc2c(C)n(C)n(-c3ccccc3)c2=O)cc1	0%	3%	-3%	0.3	4%	2%	30%	14%	3
CCn1cc(C=O)c2cc(S(=O)(=O)N3CCOCC3)ccc21	-3%	-5%	-10%	0.6	-7%	0%	9%	/	2
COCCNc1nc(Nc2ccc(F)cc2)c2sccc2n1	-8%	-14%	-9%	-0.1	3%	-4%	-10%	-12%	7
CCOC(=O)C1CCN(C(=O)c2cccc(S(=O)(=O)N(CC)c3ccccc3)c2)CC1	-10%	?	-10%	0.2	-11%	6%	-18%	23%	0
O=C(NCc1cccnc1)c1c[nH]c2cc3c(cc2c1=O)OCCO3	-3%	9%	7%	-0.5	-3%	0%	-7%	10%	3
COc1cc(NC(=S)N2CCN(C/C=C/c3ccccc3)CC2)cc(OC)c1	6%	-20%	-27%[57.1 µM]	-1.5	-18%	-1%	-7%	?	4
CC1(C(=O)NCC(F)(F)F)CCN1C(=O)C1(c2ccccc2)CC1 (stereo not drawn)	-10%	8%	9%	0.8	-1%	1%	-2%	-15%	2
O=C(Nc1nc(-c2ccccn2)cs1)c1ccccc1-n1cnnn1	0%	5%	0%	-2.6	3.8µM*	4%	16%	30%	?
COc1cccc(C(c2c(N)[nH]c(=S)[nH]c2=O)c2c(N)[nH]c(=S)[nH]c2=O)c1	-2%	1%	-13%	-0.8	-7%	1%	15%	-4%	-27
C=CCSc1nnc2c(n1)OC(c1cccnc1)N(C(C)=O)c1ccccc1-2 (stereo not drawn)	4%	1%	-15%	-0.8	-16%	-1%	5%	3%	-2
CCc1nc2ccc(C(=O)NCCCn3ccnc3)cn2c1N(CC)Cc1cccc(Br)c1	-7%	-10%	-2%	-0.2	-7%	3%	3%	-4%	4
O=C(Nc1ccccc1N1CCCC1)C1CC(=O)N(Cc2ccccc2)C1 (stereo not drawn)	0%	3%	-10%	-1.5	3%	2%	4%	8%	11

Complete entries, quoted from the list. Order of screens: EPAC1 ag, EPAC1 antagonist, WRN helicase inh, IL2 activator, PLK1 PBD block, aSyn yeast inh, Abeta rescue, FUS yeast rescue, PI5P4Ka inh
Cc1ccnc(NCc2ccc(Cl)cc2)c1 as listed: 2%, 14%, 6%, -3.0, -4%, 3%, -2%, -23%, 3
CN(CC(=O)NCc1ccncc1)S(=O)(=O)c1cc(Cl)ccc1Cl as listed: 5%, 11%, -3%[57.1 µM], -0.3, 2%, -5%, -9%, -24%, 2

Carrying on.
SMILES	EPAC1 ag	EPAC1 antagonist	WRN helicase inh	IL2 activator	PLK1 PBD block	aSyn yeast inh	Abeta rescue	FUS yeast rescue	PI5P4Ka inh
CCCCSc1nc(SCC(=O)NCc2ccco2)c2c3c(sc2n1)COC(C)(CC)C3 (stereo not drawn)	11%	-12%	2%	-0.9	-8%	/	23%	6%	0
O=C(C1=C[C@H](C2CCCCC2)C[C@H](OCCCCO)O1)N1CCN(Cc2ccc3c(c2)OCO3)CC1	0%	-14%	-2%	-0.5	-9%	6%	8%	9%	5
CCCc1cc(Nc2c(C)n(C)n(-c3ccccc3)c2=O)n2c(nc3ccccc32)c1C#N	3%	-23%	-10%	-0.1	-3%	-6%	0%	?	-4
CCC(=O)c1ccc(OCC(=O)OCC(=O)c2cc(C)n(CC3CCCO3)c2C)cc1 (stereo not drawn)	6%	-9%	2%	-3.7	1%	6%	13%	3%	-4
COc1ccc(C(=O)N2CCC(C(N)=O)CC2)cc1S(=O)(=O)N1CCCC1	-12%	-7%	1%	0.8	4%	0%[1.84 µM]	-5%	26%	7
O=C(Nc1ccc(F)cc1)c1cccnc1NCCc1ccccc1	-1%	?	-15%	-5.4	2%	-10%	15%	7%	-1
CC(C)C1C(=O)N(Cc2cn(CC3CCCCC3)nn2)CCS(=O)(=O)N1Cc1ccc(-c2ccc(Cl)cc2)cc1 (stereo not drawn)	-6%	-9%	-15%	-4.1	-3%	18%	-2%	44%	7
CC1CCCCN1S(=O)(=O)Cc1ccccc1Cl (stereo not drawn)	-6%	-8%	4%	-0.3	-3%	4%	13%	16%	0
F[B-](F)(F)c1cc2cc(Br)ccc2s1	-25%	-8%	-12%	-0.5	-9%	-66%[inhibitor]	-84%[inhibitor]	-21%	-3
Cc1ccn2c(=S)[nH]nc2c1	13%	-4%	4%	0.0	-16%	-3%	5%	-50%[inhibitor]	-78*
CCOC(=O)NC1(NC2CCCCC2)Oc2ccccc2O1	9%	3%	-27%	-2.4	-4%	6%	11%	8%	/
O=S(=O)(Nc1nnc(C2CCCCC2)s1)c1ccc(F)cc1	4%	7%	0%	0.3	-26%	8%	5%	18%	7
C=C(C)COc1ccc2c(C)c(CC(=O)OC)c(=O)oc2c1C	-8%	-15%	-1%	1.2	1%	?	-81%[inhibitor]	-3%	20
COc1ccc(S(=O)(=O)NCCCN2CCCC2=O)c(OC)c1	-10%	-4%	4%	-2.5	0%	-8%	0%	9%	1
CN(C)c1nc(Nc2ccc(Cl)cc2)nc(OCC#N)n1	-12%	6%	-8%	-1.1	-6%	0%	-10%	0%	-7
Cc1cc(NC(=O)Nc2ccc(Cl)c(Cl)c2)no1	3%	13%	3%	-0.2	1%	-1%	12%	5%	4
CSc1ccccc1C(=O)Nc1cc([N+](=O)[O-])ccc1C	5%	?	-4%[57.1 µM]	-0.9	5%	-6%	23%	3%	2
CC(=O)OCC(=O)N1N=C(c2ccc3ccccc3c2)CC1c1ccccc1 (stereo not drawn)	-9%	-11%	5%	-1.3	-13%	3%	-23%	-12%	-2
O=C(C1CCCN(S(=O)(=O)c2cccc3nonc23)C1)N1CCN(c2ccccc2)CC1 (stereo not drawn)	9%	3%	-12%	-0.9	3%	26%	-15%	17%	/
Cc1ccc(S(=O)(=O)N2CCCC2CNC(=O)C(=O)Nc2ccccc2)cc1 (stereo not drawn)	-1%	1%	-19%	0.7	3%	-10%	-14%	25%	-2
Cc1ccc(NC(=O)CN(C)C(=O)Nc2ccc(C)cc2)cc1	-1%	8%	-1%	-2.3	0%	-3%	-9%	-28%	0
CC(C)Cc1ccc(C(C)CC2=CCC(CN(C)C)C2=O)cc1 (stereo not drawn)	16%	-17%	?	-0.7	-25%	9%	-18%	/	9
COC(=O)C1CCN(S(=O)(=O)CCNC(=O)c2ccc3c(c2)OCO3)CC1	3%	-1%	6%	1.3	3%	-4%	-10%	5%	-4
CCN(CC)S(=O)(=O)c1cc(NC(=O)Cc2ccc(S(=O)(=O)N3CCOCC3)s2)ccc1Cl	5%	-9%	-7%	-0.8	1%	1%	-1%	40%	1
O=C(C[C@H]1CC[C@@H](NS(=O)(=O)c2ccccc2)[C@@H](CO)O1)NCc1ccc(Cl)c(Cl)c1	-1%	-3%	-4%	-0.4	2%	0%	10%	16%	-2
COc1ccc(C(=O)C(CCCCC(CN(C)C)C(=O)c2ccc(OC)cc2)CN(C)C)cc1 (stereo not drawn)	-7%	2%	-10%	-6.3	0%	1%	7%	/	-3
N#C/C(=C(/O)CO/N=C/c1ccccc1Cl)c1nc2ccccc2[nH]1	-3%	-9%	-8%	2.0	-3%	-1%	1%	4%	-24

Looked up above.
`C=C(C)COc1ccc2c(C)c(CC(=O)OC)c(=O)oc2c1C` in EPAC1 ag is listed with -8%
`O=C(Nc1ccc(F)cc1)c1cccnc1NCCc1ccccc1` in aSyn yeast inh is listed with -10%
